# Screens from PubChem.
# GCN5L2 inh: qHTS Assay for Inhibitors of GCN5L2; Histone acetyltransferase KAT2A (Homo sapiens), Q92830; GCN5L2 HAT assay, ThioGlo1 CoA-SH fluorescence; Potency, µM (titrated, usually from 58.9 µM), for inactives: top-dose activity change, negative = inhibition, hits mostly inhibitors; 390,000 compounds, 0.21% hits
# Target sequence (Q92830 whole entry, looked up): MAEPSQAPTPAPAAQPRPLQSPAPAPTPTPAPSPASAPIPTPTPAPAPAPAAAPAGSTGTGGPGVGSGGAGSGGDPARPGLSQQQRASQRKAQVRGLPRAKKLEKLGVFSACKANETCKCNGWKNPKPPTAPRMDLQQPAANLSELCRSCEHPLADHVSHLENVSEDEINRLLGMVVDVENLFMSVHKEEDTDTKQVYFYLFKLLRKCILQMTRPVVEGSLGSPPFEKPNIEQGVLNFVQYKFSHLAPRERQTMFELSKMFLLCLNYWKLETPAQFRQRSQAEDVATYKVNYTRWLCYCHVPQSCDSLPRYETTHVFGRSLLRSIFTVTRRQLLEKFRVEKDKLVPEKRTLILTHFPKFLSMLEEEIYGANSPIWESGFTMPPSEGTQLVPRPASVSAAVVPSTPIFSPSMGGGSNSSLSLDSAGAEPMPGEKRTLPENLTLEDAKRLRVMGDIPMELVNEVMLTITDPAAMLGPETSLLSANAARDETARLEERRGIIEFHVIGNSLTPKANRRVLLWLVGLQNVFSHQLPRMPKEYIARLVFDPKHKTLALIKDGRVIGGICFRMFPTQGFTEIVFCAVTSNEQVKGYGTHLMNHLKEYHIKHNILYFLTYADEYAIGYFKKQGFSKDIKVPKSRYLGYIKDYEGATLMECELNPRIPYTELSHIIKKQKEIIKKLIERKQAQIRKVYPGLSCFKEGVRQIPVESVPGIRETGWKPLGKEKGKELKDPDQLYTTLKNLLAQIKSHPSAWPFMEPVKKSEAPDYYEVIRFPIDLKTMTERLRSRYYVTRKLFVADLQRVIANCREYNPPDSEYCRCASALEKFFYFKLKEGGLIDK
#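 Free CoA generated was detected with ThioGlo1 (50uM) fluorescence at Ex340nm/Em540nm, read immediately and after 20 min at room temperature. Enzyme, 20 nM in HEPES pH 7.5 buffer, saw compounds 15 min before adding 75uM H3(1-25) peptide and 70uM acetyl-CoA.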
# FEN1 inh: qHTS Assay for the Inhibitors of Human Flap endonuclease 1 (FEN1). 390,000 compounds, 0.35% hits. Recombinant FEN1 flap cleavage, fluorescence, 15 min. Potency, µM (doses to about 114 µM), for inactives: top-dose activity change, negative = inhibition, usual class: inhibitors. P39748; further: nearly all actives have a fitted effect of over 65% in size
#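 Nuclease activity of 10 nM FEN1 was measured after 15 min of room-temperature exposure to titrated compounds, by adding 50 nM flap substrate and reading plates at 0 and 15 min.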
# N370S GC mod: qHTS Assay for Inhibitors and Activators of N370S glucocerebrosidase as a Potential Chaperone Treatment of Gaucher Disease; 330,000 compounds, 0.092% hits; AID 2101, 2009; Potency, µM (top dose mostly 59.4 µM), inactives show at the highest dose activity change, negative = inhibition, usual class: inhibitors; N370S GC spleen homogenate, 4MU-glucoside fluorescence; Lysosomal acid glucosylceramidase (Homo sapiens), P04062;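 further: 0% = full enzyme activity and -100% = no enzyme basal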
# * = called active by the depositor; ? = inconclusive; nt = no result given; & = joins results of further samples; [ ] = remark or other dose. The call rests on the fitted dose curve; in most records, active means well fitted curve in the direction sought with a large enough effect; inconclusive means small, poorly fitted or top-dose-only effect, or another doubt; inactive means no such curve, though single readings can be large; an effect the other way counts as inactive or inconclusive. Unless noted, on the % scale 0 is the no-effect control and ±100 the full control effect; potency means the concentration at half of the fitted maximal effect.
GCN5L2 inh,FEN1 inh,N370S GC mod,Structure
?,4%,-12%,CCCCn1c(SCC(=O)N2CCCC2)nc2c1c(=O)n(C)c(=O)n2C
-1%,8%,4%,COC(=O)c1ccc(-c2ccc(Cl)cc2)nc1C
-3%,?,-10%,CCN(CC)CCOC(=O)c1ccc(N/C=C(/C#N)c2nc(-c3cc4ccccc4oc3=O)cs2)cc1
-5%,-17%,2%,CCCCC(CC)C(=O)Nc1ccc(C#N)cc1 (stereo not drawn)
-14%,2%,-15%,COc1ccc(NC(=O)CN(C)C(=O)CSCC(=O)Nc2ccc(C)cc2)cc1
-1%,-4%,-9%,O=C(Cn1cnnn1)Nc1cccc(S(=O)(=O)N2CCCCC2)c1
-18%,-8%,?,CCOC(=O)c1c(C)oc2c1c(C=NCc1ccccn1)c(O)c1ccccc12
-6%,nt,-3%,CCc1ccc2c(O)c3c(cc2c1C(=O)OC)C(=O)c1c(O)ccc(O)c1C3=O
-11%,-1%,0%,COc1ccc2c(c1)c(C(=O)CN1CCc3ccccc3C1)c(C)n2C
-4%,nt,4%,CCCC(=O)Nc1cc(C)c(NC(=O)Cc2ccccc2)cn1
-4%,0%,-7%,O=C(O)CCc1ccc(-c2ccc(Br)cc2)n1Cc1ccco1
13%[0.501 µM],nt,6%,Cc1ncc2c(c1O)COP(=O)(O)OC2
0%,-1%,-5%,O=C(CCC(=O)Nc1ccc(F)cc1)N/N=C/c1ccc(Br)cc1
-8%,-2%,-16%,CCN(CC)c1ccc(NS(=O)(=O)c2ccc(-c3ccc(=O)[nH]n3)o2)c(C)c1
-10%,2%,-1%,C=CCNC(=O)/C(=C/c1ccc(Br)cc1)NC(=O)c1ccccc1OC
13%,-1%,4%,CCOc1ccc(NS(=O)(=O)c2ccc(NC(=S)NC(C)=O)cc2)cc1
31%[activator],11%,6%,N/C(=N\OC(=O)N1CCOCC1)c1ccc(Cl)cc1
-22%,-14%,9%,O=C(/C=C/c1cccc([N+](=O)[O-])c1)NCC1CCCO1 (stereo not drawn)
-12%,3%,8%,Cc1ccc2cccc(Oc3nnnn3-c3ccccc3)c2n1
-3%,13%,nt,O=C(Cn1cc(C(=O)C2CC2)c2ccccc21)Nc1ccc(Br)cc1
-6%,-19%,nt,C[C@H](CO)N1C[C@H](C)[C@@H](CN(C)Cc2ccc(-c3ccccc3)cc2)Oc2c(NS(=O)(=O)c3ccc(F)cc3)cccc2C1=O
-10%,12%,-10%,Cc1sc2nc(C)n(/N=C/c3ccc(O)cc3O)c(=O)c2c1C
0%,-2%,5%,O=C(Nc1nccc(-c2cccs2)n1)c1cccs1
-4%,15%,nt,CCn1cc(S(=O)(=O)c2cccc(Cl)c2)c(=O)c2cc(F)c(N3CCN(C)CC3)cc21
1%,-10%,17%,Cc1c(C(=O)Nc2ccccc2)oc2c1C(=O)CC(C)(C)C2
4%,-6%,-12%,Cc1ncc([N+](=O)[O-])n1CC(=O)NC1CCCCC1
-3%,3%,7%,Cc1ccc(S(=O)(=O)N(C(=O)c2ccncc2)c2ccc3oc4c(c3c2)CCCC4)cc1[N+](=O)[O-]
-5%,15%,nt,COc1ccc(NC(=O)CCN2C(=O)NC3(CCCC3)C2=O)cc1Cl
-27%,nt,0%,COc1ccc(-c2nc3cnc(OC)nc3n(Cc3cccs3)c2=O)cc1
-14%,-1%,3%,C/C(=C(\C#N)C(=O)NCCN1CCOCC1)N(C)C
-18%,nt,-9%,O=C(Nc1cccc(F)c1)N1CCC2(CC1)CCN(C(=O)c1cc(C(F)(F)F)cc(C(F)(F)F)c1)CC2
0%,-2%,22%,COc1cc(NC(=O)c2cccs2)c(OC)cc1NC(=O)c1ccco1
-4%,-13%,18%,COC(=O)c1ccccc1NC(=O)c1cn(-c2ccc(C)c(C)c2)c(=O)c2ccccc12
2%,-9%,-10%,CCOC(=O)N1CCN(C(=O)c2ccc(C#CC3(O)CCCCC3)cc2)CC1
-8%,-3%,-4%,CC(OC(=O)CCC(=O)c1ccccc1)C(=O)Nc1ccc(F)cc1 (stereo not drawn)
-5%,12%,16%,Cc1cccc(C(C)C)c1NC(=O)CN(C)Cc1cccc(F)c1
-5%,-2%,4%,CC(=O)Nc1ccccc1C(=O)C(=O)Nc1cccc(C(=O)NC2CC2)c1
42%[activator],12%,-1%,O=C(COC(=O)c1ccc(CNS(=O)(=O)c2ccc(F)c(Cl)c2)cc1)NC1CCCCCCC1
-10%,-12%,-10%,COc1ccc(C=O)cc1COc1ccc2c(c1)OCO2
-6%,-3%,8%,CCCCSc1nc(O)c(Cc2ccccc2)c(=O)[nH]1

# An excerpt from above in order of formula weight, largest number first.
GCN5L2 inh,FEN1 inh,N370S GC mod,Structure
-18%,-8%,?,CCOC(=O)c1c(C)oc2c1c(C=NCc1ccccn1)c(O)c1ccccc12
-11%,-1%,0%,COc1ccc2c(c1)c(C(=O)CN1CCc3ccccc3C1)c(C)n2C
-10%,12%,-10%,Cc1sc2nc(C)n(/N=C/c3ccc(O)cc3O)c(=O)c2c1C
-22%,-14%,9%,O=C(/C=C/c1cccc([N+](=O)[O-])c1)NCC1CCCO1 (stereo not drawn)

# (more compounds)
GCN5L2 inh,FEN1 inh,N370S GC mod,Structure
-1%,0%,8%,Cc1cc(NC(=O)CSc2ccc3nnc(-c4cccnc4)n3n2)no1
-15%,12%,-4%,CC(=O)NC(C(=O)OCC(=O)N(c1ccccc1)c1ccccc1)C(C)C (stereo not drawn)
-1%,8%,-5%,O=S(=O)(c1ccc(F)cc1)c1nc(-c2ccccc2)oc1N1CCOCC1
-1%,2%,-1%,Cc1cc(C)c2c(n1)sc1c(=O)n(CC(=O)c3ccccc3)cnc12
-10%,16%,3%,CCOc1ccccc1N1CCN(C(=O)c2cccs2)CC1
2%,-4%,nt,O=C(CCn1c(=O)c2ccccc2n(Cc2cccc(F)c2)c1=O)NCc1ccc2c(c1)OCO2
-6%,12%,nt,COc1ccccc1NC(=O)Nc1ccc(S(=O)(=O)Nc2onc(C)c2C)cc1
0%,25%,nt,Cc1cc(C(=O)Nc2cccc3c2O[C@@H](CN(C)S(C)(=O)=O)[C@H](C)CN([C@@H](C)CO)C3=O)n(C)n1
?,-5%,13%,CCCc1nnc(NC(=O)c2cccs2)s1
-6%,-2%,5%,Nc1ccc(C(=O)O)cc1S(=O)(=O)O
-1%,-2%,3%,Cc1c(NS(C)(=O)=O)cccc1-c1nc2cccnc2s1
0%,20%,-5%,CCCNC(=O)Nc1cccc(C(=O)OC)c1
1%,-11%,-11%,COc1ccc(C(C)=O)cc1COC(=O)CNC(=O)c1ccccc1F
-6%,-17%,nt,CCc1ccc(OCCn2c(C3CC(=O)N(Cc4ccc(F)cc4)C3)nc3ccccc32)cc1 (stereo not drawn)
-13%,-2%,-4%,COc1ccc(NC(=O)c2ccc(-c3nn(C)c(=O)c4ccccc34)cc2)cc1
-10%,8%,7%,O=P(OC1CCS(=O)(=O)C1)(c1ccccc1)c1ccccc1 (stereo not drawn)
-10%,-15%,-18%,CCC1=NN2C(=N)/C(=C/c3ccc(OS(=O)(=O)c4ccccc4)c(OC)c3)C(=O)N=C2S1
-1%,-8%,3%,Cc1ccc(C2=Nc3ccccc3N(C(=O)c3ccccc3)C(C)C2)cc1 (stereo not drawn)
-8%,-26%,25%,O=C(Nc1ncc(Br)s1)C(Cc1ccccc1)n1cccc1 (stereo not drawn)
?,-12%,-16%,COc1ccc(NC(=O)CN(C)C(=O)c2cccc(-n3cccc3)c2)cc1

# Part of the list above, limited to FEN1 inh and GCN5L2 inh.
molecule,FEN1 inh,GCN5L2 inh
Cc1c(NS(C)(=O)=O)cccc1-c1nc2cccnc2s1,-2%,-1%
CCCNC(=O)Nc1cccc(C(=O)OC)c1,20%,0%
COc1ccc(C(C)=O)cc1COC(=O)CNC(=O)c1ccccc1F,-11%,1%
CCc1ccc(OCCn2c(C3CC(=O)N(Cc4ccc(F)cc4)C3)nc3ccccc32)cc1 (stereo not drawn),-17%,-6%

# (further entries)
GCN5L2 inh,FEN1 inh,N370S GC mod,Structure
-8%,2%,7%,CC(=O)Nc1ccc(OCC(O)CNC(C)C)cc1 (stereo not drawn)
0%,-9%,nt,O=C(Nc1nnc(C2CC2)s1)c1cncc(Br)c1
-4%,4%,7%,COc1ccc(C2(C)NC(=O)N(CC(=O)Nc3ccc(-c4nc5ccc(C)cc5s4)cc3)C2=O)cc1 (stereo not drawn)
1%,-4%,8%,Cc1cc(O)cc(O[C@H]2OC(CO)[C@H](O)[C@@H](O)[C@H]2O)c1 (stereo partly drawn)
1%,-5%,?,Cc1ccc(NC(=O)Nc2cccc(F)c2)nc1
-8%,13%,nt,CC1CCN(S(=O)(=O)c2ccc3c(c2)N(CC(=O)N(C)Cc2ccccc2)C(=O)CO3)CC1
-2%,-4%,2%,CCCc1c(C(=O)NNc2ccc(C)cc2)cnn1-c1ccccc1
-11%,-7%,-2%,Cc1ccc(S(=O)(=O)N2CN(Cc3ccco3)c3nc4ccccc4nc32)cc1
-2%,-4%,-5%,COc1cc(NC(=S)NC(=O)c2ccccc2F)ccc1NC(=O)c1ccco1
nt,4%,-1%,COc1ccc(-c2ccc(OC)c(C3C4C=CCC(C)C4C(=O)N3Cc3ccccc3)c2)cc1OC (stereo not drawn)
-3%,2%,nt,CC(Sc1n[nH]c(-c2ccccc2F)n1)C(=O)Nc1ccc(S(N)(=O)=O)cc1 (stereo not drawn)
-9%,0%,nt,COc1cccc(-n2c(-c3ccco3)nc3c(cnn3-c3ccc(Cl)cc3)c2=O)c1
-21%,nt,2%&-9%,CC#C[C@]1(O)CC[C@H]2C3CCC4=CC(=O)CCC4=C3[C@@H](c3ccc(N(C)C)cc3)C[C@@]21C (stereo partly drawn)
-2%,5%,0%,CC(C)NC(=O)CN(Cc1ccc(F)cc1)C(=O)CCC(=O)Nc1ccccn1
-4%,21%,nt,COCCCNC(=O)c1sc2nc(C)c(C(=O)Nc3ccc(Cl)cc3)c(-c3ccc(Br)cc3)c2c1N
-1%,-3%,-10%,Cc1cccnc1CN1CCN(Cc2nc(Cc3cccc(F)c3)no2)CC1
13%,0%,12%,O=C1CCCN=C(Nc2ccc(F)c(Cl)c2)S1
-3%,2%,4%,CCOc1ccccc1N(CC(=O)NCCSc1ccccc1)S(C)(=O)=O
?,nt,4%,Cn1c(=O)c(CCc2ccccc2)nc2cnc(N3CCNCC3)nc21
-6%,-16%,-9%,Cc1ccc(S(=O)(=O)N2CCN(C(=O)COC(=O)c3ccc(Br)o3)CC2)c(C)c1

# Compounds shown so far that have an NH in an aromatic ring (3):
GCN5L2 inh,FEN1 inh,N370S GC mod,Structure
-8%,-2%,-16%,CCN(CC)c1ccc(NS(=O)(=O)c2ccc(-c3ccc(=O)[nH]n3)o2)c(C)c1
-6%,-3%,8%,CCCCSc1nc(O)c(Cc2ccccc2)c(=O)[nH]1
-3%,2%,nt,CC(Sc1n[nH]c(-c2ccccc2F)n1)C(=O)Nc1ccc(S(N)(=O)=O)cc1 (stereo not drawn)

# Continued.
GCN5L2 inh,FEN1 inh,N370S GC mod,Structure
-13%,15%,-4%,C/C(=N/NC(=O)c1ccc2c(c1)OCO2)c1ccc(Br)s1
-26%,-7%,-5%,COCCCN1C(=O)/C(=C\c2ccc3c(c2)OCO3)C(C(=O)OC)=C1C
0%,-2%,1%,Fc1ccc(CNC(=S)NCc2ccc(F)cc2)cc1
-4%,-4%,nt,O=C(Nc1ccc(Cl)cc1Cl)c1cc(S(=O)(=O)N2CCN(c3ccccc3F)CC2)ccc1F
1%,-3%,-15%,CCc1nc(SCc2ccccc2)n[nH]1
-3%,12%,?,CCOC(=O)Cn1c(=N)n(CCOc2ccc3ccccc3c2)c2ccccc21
-9%,3%,3%,COc1ccc(-n2c(SCc3cn4c(C)cccc4n3)nc3ccccc3c2=O)cc1OC
-10%,3%,nt,Cc1cc(Cn2nnc(-c3ccc(Br)cc3)n2)cc(C)c1O
-4%,-7%,2%,Cn1sc(NC(=O)c2cccc(Cl)c2)nc1=O
1%,5%,0%,C[C@H]1O[C@H](O[C@H]2[C@H](O[C@@H]3CC[C@@]4(C)C(CC[C@]5(C)C4CC=C4[C@@H]6CC(C)(C)CC[C@]6(C(=O)O[C@@H]6O[C@H](CO)[C@@H](O)[C@H](O)[C@H]6O)CC[C@]45C)C3(C)C)O[C@H](C(=O)O)[C@@H](O)[C@@H]2O)[C@@H](O)[C@@H](O)[C@@H]1O (stereo partly drawn)
-5%,-4%,5%,CCOC(=O)C1CCCN(C2=NC(=O)/C(=C/c3ccc(N(C)C)cc3)S2)C1 (stereo not drawn)
-3%,-10%,5%,COc1ccc(C(CCNCc2ccc(F)cc2)c2ccc(F)cc2)cc1 (stereo not drawn)
-7%,-6%,21%,COc1ccc(C2SCCN2C(=S)Nc2cccc(Cl)c2)cc1 (stereo not drawn)
2%,-23%,nt,CC(OC(=O)c1ccc2ncsc2c1)C(=O)Nc1cccc(Cl)c1 (stereo not drawn)
0%,3%,nt,CCCS(=O)(=O)N1CCCC(C(=O)NCCCOC)C1 (stereo not drawn)

# These rows are one share of the data; count on the stated rates, not on these rows.
